LDHA block = inhibitors of human lactate dehydrogenase A; 480,000 compounds, 0.15% hits; P00338; purified LDHA, NADH/diaphorase-resazurin fluorescence; active compounds read low; activity change, % (values are at about 110 or 230 µM); in the data active = activity change below about -30%; inconclusive = mostly about -25% to -30%;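 note: plate controls were DMSO wells for no effect and wells without enzyme for full effect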
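Human LDH5 (2 nM) was incubated with 0.06 mM NADH and 0.2 mM pyruvate for 5 min at room temperature in Tris pH 7.4. Remaining NADH was coupled through diaphorase/resazurin, and resorufin fluorescence was read at 0 and 20 min.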
USP1 inh = blocks the human USP1/UAF1 deubiquitinase complex; AID 743255; 390,000 compounds, 0.23% hits; O94782; Potency, µM (titrated, usually from 57.1 µM), without a hit: at the top dose activity change, negative = inhibition, usual class: inhibitors; recombinant USP1/UAF1, Ub-Rhodamine cleavage fluorescence; note: potency is the fitted concentration of half-maximal effect; % is set by controls: 0 for no effect and ±100 for the full control effect; nearly all actives have a fitted effect of over 60% in size; inactives centre near -12
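Step one: compound is pinned into 1nM USP1/UAF1 in HEPES pH 7.8 buffer with TCEP. Step two: 15 min room-temperature incubation. Step three: Ub-Rho (150nM final) starts cleavage, tracked by fluorescence over six one-minute reads.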
mIDH1 inhibitor = human IDH1 R132H inhibition | O75874 | 390,000 compounds, 0.093% hits | Potency, µM (series often up to 76.6 µM), without a hit: at the top dose activity change, negative = inhibition, actives largely listed as inhibitors | IDH1-R132H enzyme, NADPH consumption, diaphorase/resazurin fluorescence; note: potency is the fitted concentration of half-maximal effect; % is set by controls: 0 for no effect and ±100 for the full control effect; nearly all actives have a fitted effect of over 65% in size
Target sequence (O75874 whole entry R132H, stated change not applied): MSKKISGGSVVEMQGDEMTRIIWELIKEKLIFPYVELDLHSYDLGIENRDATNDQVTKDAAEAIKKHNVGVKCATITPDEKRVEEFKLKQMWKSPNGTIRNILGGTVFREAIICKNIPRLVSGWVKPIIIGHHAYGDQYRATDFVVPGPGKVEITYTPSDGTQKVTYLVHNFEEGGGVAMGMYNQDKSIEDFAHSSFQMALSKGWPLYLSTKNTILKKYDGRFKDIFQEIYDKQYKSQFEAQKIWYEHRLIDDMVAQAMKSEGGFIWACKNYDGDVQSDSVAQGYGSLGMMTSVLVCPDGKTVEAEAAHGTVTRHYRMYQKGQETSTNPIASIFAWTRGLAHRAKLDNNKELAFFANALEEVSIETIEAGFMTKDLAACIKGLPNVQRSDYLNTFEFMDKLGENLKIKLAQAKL
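IDH1-R132H (0.5 ug/mL) preincubated 30 min with compound, then NADPH (0.016 mM) and alpha-KG (2 mM) added; 80 min at RT, pH 7.5. Remaining NADPH coupled via diaphorase/resazurin to fluorescence (540/590 nm); concentration-response curves normalized to no-enzyme control.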
rTrxR1 inhibitor = inhibitors of rat thioredoxin reductase 1; O89049; recombinant rTrxR1, NADPH fluorescence consumption, selenite substrate; Potency, µM (top dose mostly 114 µM), for inactives: at the top dose activity change, negative = inhibition, actives largely listed as inhibitors; 390,000 compounds, 1% hits; AID 588453; note: potency is the fitted concentration of half-maximal effect; % is set by controls: 0 for no effect and ±100 for the full control effect; nearly all actives have a fitted effect of over 65% in size
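Rat TrxR1 (90 nM in the dispensed reagent) was pre-reduced with 400 uM NADPH for 5 min at room temperature, then incubated with compound for 15 min. After 400 uM selenite was added, NADPH fluorescence (Ex 340/Em 450 nm) was followed for 8 min.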
TrxR1 substrate = substrates of rat thioredoxin reductase 1; purified TrxR1 substrate turnover, NADPH consumption readout; Potency, µM (top dose mostly 114 µM), for the others: at the top dose activity change, negative = substrate turnover; 390,000 compounds, 0.01% hits; AID 588456; note: potency is the fitted concentration of half-maximal effect; % is set by controls: 0 for no effect and ±100 for the full control effect; nearly all actives have a fitted effect of over 50% in size
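Rat TrxR1, dispensed at 90 nM, was prereduced with 400 uM NADPH (final) for 5 min at ~22 deg C, then incubated with compound 15 min before 400 uM selenite. A first-read NADPH fluorescence drop versus no-compound background flagged substrates.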
Vif-APOBEC3F blk = Vif-A3F binding inhibition | HeLa A3F-eYFP + Vif (tagged APOBEC3F with the HIV-1 protein that degrades it), YFP fluorescence increase | Potency, µM (top dose mostly 46.1 µM), without a hit: at the top dose activity, negative = active | 390,000 compounds, 0.2% hits | AID 602313; note: potency is the fitted concentration of half-maximal effect; % of control where 0% means no effect; nearly all actives have a fitted effect of over 65% in size
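Fluorescence increase (Ex 488/Em 500-530) after overnight compound treatment at 37 deg C flags inhibition of Vif-driven A3F-eYFP loss in stable HeLa A3F-eYFP/Vif cells seeded overnight beforehand.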
GRP78 ERSR act = inducers of ER stress response in human glioma cells. U87-MG GRP78 promoter luciferase reporter, 16 h. Potency, µM, inactives show at the top dose activation, usual class: activators. 420,000 compounds, 0.02% hits. AID 602332; note: potency is the fitted concentration of half-maximal effect; series mostly up to about 76 µM; % of control where 0% means no effect; nearly all actives have a fitted effect of over 35% in size
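Stably transfected U87-MG glioma cells carrying a GRP78-based luciferase sensor; 16 h compound incubation. Luminescence end-point read 10 min after Bright-Glo addition at room temperature.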
Vif-APOBEC3G blk = inhibitors of Vif-APOBEC3G interaction | Q9HC16 | HeLa A3G-eYFP + Vif (tagged APOBEC3G with the HIV-1 protein that degrades it), YFP fluorescence, overnight | 410,000 compounds, 0.076% hits | Potency, µM (top dose mostly 46.1 µM), for inactives: at the highest dose activity, negative = active, most hits filed as inhibitors;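 note: potency is the fitted concentration of half-maximal effect; % is set by controls: 0 for no effect and ±100 for the full control effect; nearly all actives have a fitted effect of over 60% in size; hits raise eYFP signal because A3G escapes Vif-driven loss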
Target sequence (Q9HC16 whole entry, looked up): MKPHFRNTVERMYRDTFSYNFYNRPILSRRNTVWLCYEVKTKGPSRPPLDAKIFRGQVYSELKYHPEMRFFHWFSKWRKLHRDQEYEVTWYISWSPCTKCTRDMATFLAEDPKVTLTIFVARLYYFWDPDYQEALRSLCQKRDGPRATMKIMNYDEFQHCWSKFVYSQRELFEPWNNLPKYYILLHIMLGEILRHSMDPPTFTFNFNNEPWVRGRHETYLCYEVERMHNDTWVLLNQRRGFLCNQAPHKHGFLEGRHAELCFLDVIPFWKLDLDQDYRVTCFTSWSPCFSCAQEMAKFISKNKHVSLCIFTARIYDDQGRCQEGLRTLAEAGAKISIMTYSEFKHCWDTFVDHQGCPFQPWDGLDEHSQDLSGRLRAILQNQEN
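Read-out is eYFP fluorescence (Ex 488/Em 500-530) from Vif-expressing HeLa A3G-eYFP cells; more signal means A3G escaped Vif-mediated degradation. Cells plated overnight, compound pinned in, incubated overnight at 37 deg C.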
RGS4 inh = inhibitors of human regulator of G protein signaling 4. P49798. Transcreener GDP fluorescence polarization, RGS4-accelerated GTP hydrolysis. Potency, µM (highest dose often 114 µM), without a hit: at the highest dose activity change, negative = inhibition, actives largely listed as inhibitors. 390,000 compounds, 0.039% hits. AID 504845; note: potency is the fitted concentration of half-maximal effect; % is set by controls: 0 for no effect and ±100 for the full control effect; nearly all actives have a fitted effect of over 75% in size; some results filed as inactive show a strong effect at the top dose
Target sequence (P49798 whole entry, looked up): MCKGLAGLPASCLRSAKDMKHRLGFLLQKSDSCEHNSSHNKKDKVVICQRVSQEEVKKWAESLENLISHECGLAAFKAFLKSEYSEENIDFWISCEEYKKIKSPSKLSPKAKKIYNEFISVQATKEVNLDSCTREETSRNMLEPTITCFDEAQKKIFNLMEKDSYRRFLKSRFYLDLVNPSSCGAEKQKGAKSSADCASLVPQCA
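MLSMR compounds (23 nl, pin-transferred) preincubated 10 min at room temperature with a 500nM (2x) first reagent, then RGS4 at 900nM (2x) plus Transcreener GDP mix added; fluorescence polarization (620/688 nm) read before and after 90 min at 30 °C.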
* = called active by the depositor; ? = inconclusive; . = not tested or not shown; [ ] = another dose, or the depositor's remark. Unless noted, calls come from the whole dose curve; as a rule, active = well fitted curve in the direction sought with a large enough effect; inconclusive = small, poorly fitted or top-dose-only effect, or another doubt; inactive = no such curve, though single readings can be large; an effect the other way counts as inactive or inconclusive. This is a subset (hit frequency here may not be typical).

SMILES | LDHA block | USP1 inh | mIDH1 inhibitor | rTrxR1 inhibitor | TrxR1 substrate | Vif-APOBEC3F blk | GRP78 ERSR act | Vif-APOBEC3G blk | RGS4 inh
Cc1ccc(C(C(=O)NCC2CCCO2)N(C(=O)c2snc(C(N)=O)c2N)c2ccc(C)c(C)c2)o1 (stereo not drawn) | -4.3 | -17.4% | -8.8% | -11.2%[57.1 µM] | 2.0%[57.1 µM] | 13.6% | 6.8% | -6.0% | -16.3%
COc1ccc(NC(=O)CCc2nc(-c3ccc(C)cc3)no2)c(OC)c1 | 1.7 | -22.4% | 2.2% | 8.3% | -9.5%[57.1 µM] | 8.3% | -7.9% | -6.1% | -16.4%
COC(=O)c1sc2ccccc2c1-n1cccc1C(=O)C(=O)Nc1ccc(F)cc1 | -4.3 | -18.4% | -7.7% | -13.5% | -8.6% | 6.1% | -4.4% | -1.9% | 9.4%
O=C(Nc1cccc(S(=O)(=O)NC2=NCCC2)c1)c1ccccc1 | -3.0 | 4.0% | 4.6% | -3.6% | -5.8% | 15.1% | -3.5% | -1.5% | -5.0%
CC(C)(C)N(Cc1cc2ccccc2[nH]c1=O)C(=O)c1ccco1 | -6.2 | -15.6% | 0.8% | 15.7%[57.1 µM] | 12.9% | -5.8% | -0.2% | 0.2% | ?
Cn1ncn2c(=O)c3c(nc12)-c1ccccc1CC31CCCC1 | -6.9 | -18.7% | 2.0% | 3.3% | 83.3%[activator] | 0.6% | -4.7% | 0.9% | 10.2%
COc1cccc(NC(=O)Nc2ccc(Br)cn2)c1 | -0.9 | -7.3% | 1.5% | 15.9% | 3.3% | 0.4% | 1.9% | 1.1% | 9.9%
CC(=O)c1ccc(NS(=O)(=O)c2cccc(S(=O)(=O)c3ccc(Cl)cc3)c2)cc1 | -2.9 | -8.0% | ? | 1.0% | -5.5% | -1.2% | 1.4% | -10.7% | 16.7%
O=C(O)c1ccc(O)c(O)c1 | 8.1 | -16.9% | -5.9% | 4.3% | -0.1% | -7.3% | -1.4% | 1.0% | -11.8%
CCN(C(=O)CSc1ccc(S(=O)(=O)N2CCOCC2)cn1)c1ccccc1 | -3.4 | -18.7% | 12.3% | 16.1% | 2.5% | 16.3% | -2.2% | -0.1% | 17.4%
O=C(c1ccccc1)c1cn[nH]c1-c1ccccc1O | -4.6 | -5.4% | 1.1% | 0.6% | -3.1% | . | -3.2% | -2.2% | 4.8%
Cc1[nH]nc2c1C(c1cc(Br)cs1)C(C#N)=C(N)O2 (stereo not drawn) | -3.4 | -18.1% | 3.6% | -24.0% | 2.0% | -0.5% | -15.2% | ? | ?
c1ccc(CCNc2ncnc3ccccc23)cc1 | -4.4 | 5.4% | 27.4% | 17.3% | -3.1% | -0.2% | 0.0% | 1.2% | 36.6%
Cc1ccc(C(C(=O)NC2CCCC2)N(Cc2ccc3c(c2)OCO3)C(=O)c2snc(C(N)=O)c2N)cc1 (stereo not drawn) | -5.1 | -12.5% | 1.3% | 2.2% | 7.4% | -1.7% | -5.5% | -1.4% | 2.2%
CC(C)C(c1nnnn1Cc1ccccc1)N(Cc1ccco1)Cc1cccs1 (stereo not drawn) | -1.6 | -10.1% | 0.3% | 14.0%[57.1 µM] | 12.7%[57.1 µM] | 3.6% | -4.1% | 0.9% | -29.0%
O=C(Cc1cccs1)N1CCN(C(=O)C2CCCO2)CC1 (stereo not drawn) | 2.2 | -19.9% | 8.7% | -4.4% | -5.2% | -3.7% | -6.0% | -3.1% | ?
COc1ccc(N(C)S(=O)(=O)c2cccc(C(=O)NCC3CCCCC3)c2)cc1 | -5.5 | -7.1% | 4.1% | 14.8%[57.1 µM] | -5.3% | 5.6% | -4.1% | 1.5% | -8.4%
CCOC(=O)CCc1c(C)nc2cc(-c3ccc(F)cc3)[nH]n2c1=O | 1.8 | -14.3% | 12.7% | 15.0%[57.1 µM] | 4.5%[57.1 µM] | -12.0% | -2.4% | 0.1% | -32.7%
COc1cc(/C=C(\C#N)C(=O)Nc2ccccc2F)ccc1OCCN1CCOCC1 | 4.8 | -11.4% | 2.9% | -9.5% | -7.8% | 3.0% | 0.3% | 0.3% | 17.9%
O=C(NCCc1cn2ccccc2n1)c1cc(COc2ccc3ncccc3c2)on1 | 5.5 | -18.5% | 5.0% | 20.1%[57.1 µM] | -0.1%[57.1 µM] | 3.2% | -7.0% | -6.2% | 4.0%
Cc1csc2nc(=O)c3ccccc3n12 | -1.3 | 3.8% | 7.9% | 1.5% | 135.1%[activator] | 0.9% | 0.5% | -0.3% | 18.3%
O=C(/C=C/c1ccccc1)N/C(=C/c1ccccc1)C(=O)N1CCOCC1 | -8.5 | -16.9% | -1.5% | -5.1% | -8.4% | 0.1% | -3.4% | -5.5% | -15.7%
CCc1ccccc1NC(=O)C1CCCN(S(=O)(=O)c2c(C)noc2C)C1 (stereo not drawn) | -2.9 | -13.0% | 0.7% | -7.4% | -5.5% | 7.0% | -3.4% | 0.0% | -29.8%
Cc1cc(C)c(CN2CCC(n3nccc3NC(=O)c3ccccc3Cl)CC2)cc1C | -3.4 | -7.8% | 6.8% | 12.4% | 2.2% | -30.1% | -3.8% | -1.6% | 27.9%
Cc1nn(C)c(C)c1NC(=O)c1ccccc1NC(=O)Nc1ccccc1 | -1.4 | -8.5% | 17.0% | 14.0% | 4.9% | 0.4% | 0.5% | -2.4% | 10.9%

Next section:
SMILES | LDHA block | USP1 inh | mIDH1 inhibitor | rTrxR1 inhibitor | TrxR1 substrate | Vif-APOBEC3F blk | GRP78 ERSR act | Vif-APOBEC3G blk | RGS4 inh
O=C(NC1CCS(=O)(=O)C1)c1cccc(S(=O)(=O)N2CCCCCC2)c1 (stereo not drawn) | -4.3 | -3.8% | -3.2% | 2.5% | 5.6%[57.1 µM] | -12.7% | -3.6% | -8.3% | 2.7%
OC1(c2ccccc2Cl)NN=C2CCCCCN21 (stereo not drawn) | -1.5 | -3.2% | 10.0% | 18.2%[57.1 µM] | 6.1%[57.1 µM] | 2.4% | -2.7% | 0.0% | -0.6%
CCOc1ccc(S(=O)(=O)Nc2cc(NS(=O)(=O)c3ccc(OCC)cc3)cc(C(=O)O)c2)cc1 | -0.9 | -1.3% | ? | 1.1% | -1.7% | 5.4% | -4.3% | 0.1% | 15.5%
CN(C(=O)c1cc([N+](=O)[O-])ccc1NCc1cccnc1)c1ccccc1 | -4.7 | -11.0% | -4.5% | 18.5% | -7.3% | -7.3% | -4.3% | -2.2% | 2.4%
COc1ccc(F)cc1S(=O)(=O)NCC(c1ccco1)S(=O)(=O)c1cccs1 (stereo not drawn) | -5.2 | -21.7% | 4.1% | ? | 3.3%[57.1 µM] | -17.4% | 3.8% | 0.4% | 7.3%
O=S(=O)(Nc1ccc2c(c1)OCO2)c1cccc(Br)c1 | 9.7 | -11.5% | 5.9% | 7.8% | 4.8% | -7.0% | -5.0% | -4.1% | -24.2%
O=C(c1ccccc1Cl)N1CCc2ccccc2C1 | 3.9 | -4.9% | 0.4% | -6.6% | -1.5% | -0.9% | 2.8% | -2.8% | -8.7%
CCn1cc(C(=O)OCC(=O)Nc2ccc(S(=O)(=O)N3CCCC3)cc2)c(=O)c2ccc(C)nc21 | 3.0 | -14.0% | -5.4% | -1.1% | -6.5% | . | -2.5% | 1.3% | -1.7%
C=CCOc1ccc(/C=N/NC(=O)C(C)Sc2ccccn2)cc1OCC (stereo not drawn) | 0.5 | -9.9% | 0.5% | 9.3% | -5.1% | 0.1% | -4.3% | 0.2% | -20.2%
CN(c1ccccc1)S(=O)(=O)c1cc(Cl)ccc1Cl | -1.4 | -20.7% | -2.2% | 5.6% | 2.3% | -11.3% | -2.9% | -2.3% | 18.3%
O=C(N/N=C/c1cccnc1)c1cccc(N2CCCC2=O)c1 | -4.7 | -4.8% | -8.0% | 19.3% | -1.6% | 5.5% | 0.6% | 4.1% | -16.9%

Some of the entries so far, with values under each structure:
Each structure is followed by: LDHA block | USP1 inh | mIDH1 inhibitor | rTrxR1 inhibitor | TrxR1 substrate | Vif-APOBEC3F blk | GRP78 ERSR act | Vif-APOBEC3G blk | RGS4 inh
CCOc1ccc(S(=O)(=O)Nc2cc(NS(=O)(=O)c3ccc(OCC)cc3)cc(C(=O)O)c2)cc1
  -0.9 | -1.3% | ? | 1.1% | -1.7% | 5.4% | -4.3% | 0.1% | 15.5%
CN(C(=O)c1cc([N+](=O)[O-])ccc1NCc1cccnc1)c1ccccc1
  -4.7 | -11.0% | -4.5% | 18.5% | -7.3% | -7.3% | -4.3% | -2.2% | 2.4%

An excerpt from above in order of their number in RGS4 inh, rising:
Structure,RGS4 inh
Cc1ccc(C(C(=O)NCC2CCCO2)N(C(=O)c2snc(C(N)=O)c2N)c2ccc(C)c(C)c2)o1 (stereo not drawn),-16.3%
O=C(Nc1cccc(S(=O)(=O)NC2=NCCC2)c1)c1ccccc1,-5.0%
Cn1ncn2c(=O)c3c(nc12)-c1ccccc1CC31CCCC1,10.2%
